High-throughput results deposited in PubChem by The Scripps Research Institute Molecular Screening Center.
PLC-gamma1 inh: PLC-gamma1 (human) inhibition, primary screen. 370,000 compounds, 0.84% hits. P19174. purified PLC-gamma1, fluorogenic substrate, fluorescence. AID 720700. inhibition, % at 12.2 µM; in the data active means inhibition above about 9.5%
DDE Tn7 FP inh: disrupts Tn7 cyclic peptide binding to fibrin D-Dimer-E complex; P02675; FP displacement of FITC-Tn7 peptide from fibrin DD(E); 0% = median of compound wells per plate; inhibition, % at 8.3 µM; 370,000 compounds, 0.13% hits; AID 720508;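 active means inhibition above the mean of compounds falling within the control limits plus 3 SD of them, cut at about 14% in these data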;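 further: 0% = plate median of compound wells and 100% = 10 µM Aha-Tn7 peptide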
Target sequence (P02675 whole entry, looked up): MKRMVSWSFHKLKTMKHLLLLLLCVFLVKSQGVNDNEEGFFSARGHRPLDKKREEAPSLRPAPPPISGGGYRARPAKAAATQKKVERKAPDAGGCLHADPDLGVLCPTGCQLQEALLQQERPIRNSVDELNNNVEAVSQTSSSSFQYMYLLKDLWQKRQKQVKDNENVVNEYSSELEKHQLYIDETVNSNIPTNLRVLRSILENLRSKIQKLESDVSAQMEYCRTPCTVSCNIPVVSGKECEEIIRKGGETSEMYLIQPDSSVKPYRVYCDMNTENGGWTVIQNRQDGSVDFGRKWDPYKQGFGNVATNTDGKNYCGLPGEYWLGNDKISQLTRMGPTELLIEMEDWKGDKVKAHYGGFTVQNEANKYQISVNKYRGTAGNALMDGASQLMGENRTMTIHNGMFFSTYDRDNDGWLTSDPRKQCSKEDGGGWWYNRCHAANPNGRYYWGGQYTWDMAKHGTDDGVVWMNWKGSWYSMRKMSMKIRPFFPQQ
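system = human fibrin DD(E) protein | quantity = DD(E) 2 µM final | medium = Tris/NaCl/CaCl2 buffer, pH 7.8 | also added = labelled Tn7 tracer, 0.1 µM | compound dosing = single point at 8.3 µM | timing = compound with protein 10 min, then 3 h after probe, room temperature | signal = FP measurement | benchmarks = Aha-Tn7 high control | repeats = one replicate per compound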
ADAM10 inh: inhibits human ADAM10; inhibition, % at 7 µM; 370,000 compounds, 0.62% hits; recombinant ADAM10, EDANS/DABCYL FRET peptide cleavage, 3 h; O14672;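 active means inhibition above a per-campaign cutoff equal to the mean of compounds falling between control-based bounds plus 3 SD, cut at about 20% in these data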;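 further: 0% = DMSO wells while the 100% control is not disclosed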
ARFGAP1 inh: inhibits rat ARF GTPase activating protein 1. Q62848. Arfgap1-stimulated ARF1 GTP hydrolysis, GDP FP detection. inhibition, % at 16.5 µM. 360,000 compounds, 0.26% hits;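 active means inhibition above a per-plate limit, mean inhibition of low control wells plus 3 SD, cut at about 25% in these data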;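 further: 0% = DMSO wells with enzyme and 100% = wells lacking Arfgap1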
Target sequence (Q62848 1-136 limits assumed): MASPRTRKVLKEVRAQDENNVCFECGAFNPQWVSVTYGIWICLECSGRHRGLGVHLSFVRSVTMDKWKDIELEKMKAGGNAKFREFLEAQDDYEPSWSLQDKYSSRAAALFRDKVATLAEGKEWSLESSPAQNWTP
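Material: rat Arfgap1 catalytic domain, aa 1-136; also added: human ARF1(Δ1-17)-GTP substrate; compound dosing: one concentration, 16.5 µM, DMSO 1.26%; incubation: GTP hydrolysis reaction 2 h at 25 °C; measured by: Tracer-displacement fluorescence polarization with EDTA stop, 620/688 nm; evaluation: % inhibition from polarization; repeats: one replicate per compound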
Tn6 DDE FP: disrupts Tn6 cyclic peptide binding to fibrin D-Dimer-E complex; Fibrin DD(E) TRITC-Tn6 fluorescence polarization displacement; inhibition, % at 8.3 µM; 370,000 compounds, 0.21% hits; AID 720509;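 active means inhibition above a per-campaign cutoff: mean of compounds within control limits plus 3 SD, cut at about 15% in these data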;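 further: 0% = median of all compound wells on the plate and 100% = blocking peptide control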
TDP2 absorb: blocks human TDP2 phosphodiesterase activity | recombinant TDP2, T5PNP hydrolysis, p-nitrophenol absorbance 415 nm | 370,000 compounds, 0.34% hits | inhibition, % at 12.8 µM | O95551;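 active means inhibition above the mean of all tested compounds plus 3 SD, set per campaign, cut at about 25% in these data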;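 further: 0% = DMSO with enzyme and 100% = buffer with substrate but no TDP2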
Target sequence (O95551 whole entry, looked up): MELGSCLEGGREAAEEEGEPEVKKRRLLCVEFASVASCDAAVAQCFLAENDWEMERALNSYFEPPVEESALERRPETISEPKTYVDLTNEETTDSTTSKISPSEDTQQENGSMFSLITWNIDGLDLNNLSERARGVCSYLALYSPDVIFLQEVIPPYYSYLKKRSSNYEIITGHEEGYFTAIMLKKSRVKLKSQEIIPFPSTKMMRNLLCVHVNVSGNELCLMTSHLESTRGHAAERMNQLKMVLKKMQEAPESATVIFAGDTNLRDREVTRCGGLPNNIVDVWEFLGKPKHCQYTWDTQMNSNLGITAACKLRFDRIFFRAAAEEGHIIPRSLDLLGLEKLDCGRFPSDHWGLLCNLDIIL
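test system = human TDP2 enzyme | input = TDP2 enzyme at 120 nM final | medium = 50 mM Tris-HCl pH 7.5 with Mg2+, KCl, DTT, BSA | also added = T5PNP substrate, 5 mM | times = 2 h at 37 °C | technique = epi absorbance | benchmarks = high control without enzyme, low control DMSO plus TDP2 | replication = each compound tested once, singlicate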
ADAM17 inh: inhibits human ADAM17; 370,000 compounds, 0.83% hits; AID 720648; P78536; recombinant ADAM17, EDANS/DABCYL FRET peptide cleavage; inhibition, % at 6.95 µM;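 active means inhibition above the mean of compounds lying between control limits plus 3 SD, set per campaign, cut at about 8.5% in these data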;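 further: 0% = DMSO-only wells as the low control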
ASAP1 GAP inh: inhibitors of human ASAP1 ArfGAP activity; AID 624377; ASAP1-stimulated ARF1 GTP hydrolysis, GDP FP detection; Q9ULH1; 360,000 compounds, 0.19% hits; inhibition, % at 16.5 µM; in the data active means inhibition above about 25%;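 further: 0% = vehicle with enzyme and substrate and 100% = no enzyme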
LEDGF integ inh: blocks HIV-1 LEDGF/p75-dependent DNA integration; TR-FRET IN-LEDGF/p75 DNA integration, Eu/Cy5; inhibition, % at 3.7 µM; 370,000 compounds, 0.64% hits; AID 743269;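 active means inhibition above the screen-wide mean plus 3 SD, cut at about 13% in these data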;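 further: signal is the Cy5 over europium emission ratio at 671 and 618 nm; 0% = plate median of compound wells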
KLK7 zymogen act: activators of human kallikrein-7 zymogen. purified proKLK7, EDANS-DABCYL substrate fluorescence; 100% is mature enzyme control, 0% vehicle. 370,000 compounds, 0.9% hits. activation, % at 7 µM. P49862;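 active means activation above the mean of all tested compounds plus 3 SD, computed per campaign excluding outliers beyond control limits, cut at about 13% in these data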
* hit, by the source's call; i = inactive.

Tn6 DDE FP	KLK7 zymogen act	ADAM10 inh	ARFGAP1 inh	DDE Tn7 FP inh	TDP2 absorb	ADAM17 inh	PLC-gamma1 inh	Structure	LEDGF integ inh	ASAP1 GAP inh
-0.2	0.8	-3.8	-1.2	-0.7	-6.1	1.1	1.2	Cn1c(=O)c2c(SCC(=O)N3CCN(c4ccccc4)CC3)nc(C3CC3)nc2n(C)c1=O	5.2	3.5
-1.3	2.4	-11.5	-3.9	6.7	-4.7	-4.2	-26.3	COc1ccc(C2NCCn3cccc32)cc1 (configuration not stated)	-1.3	6.0
2.6	0.1	-2.1	0.3	2.7	-6.0	-4.2	-4.3	CC(C)C1C(C#N)=C(N)Oc2n[nH]c(-c3cccs3)c21 (configuration not stated)	-1.5	17.2
-9.7	0.4	4.7	1.1	-0.1	4.9	-2.3	2.2	COc1ccc(CCN(Cc2nc3ccccc3c(=O)[nH]2)C(=O)c2ccco2)cc1OC	-0.7	-3.5
3.9	0.1	-4.1	-8.4	2.1	6.7	-4.5	-0.3	Cc1cc(OCc2nnc(SCC(=O)OC3CCCCC3)o2)ccc1Cl	-0.1	-5.9
5.0	0.6	-14.6	-3.6	0.8	10.6	-6.1	3.3	CC(C)NC(=O)C1(C)CCN1C(=O)c1ccccc1Oc1ccccc1 (configuration not stated)	-1.9	-7.0
-2.0	0.1	-1.4	-6.9	-1.1	-0.8	-3.0	-5.8	CC(NC(=O)C1CCCN(S(=O)(=O)c2cccc3nonc23)C1)c1ccccc1 (configuration not stated)	-2.1	-0.6
-1.4	0.8	-77.6	3.9	-1.8	3.6	-32.2	-31.2	c1ccc2[nH]c(CSc3nnc(-c4ccncc4)o3)nc2c1	-0.2	-3.1
7.4	-0.6	-13.6	-12.8	6.8	8.3	-1.8	-0.5	c1nc(N2CCCCC2)c2[nH]cnc2n1	-1.5	-9.6
-0.6	0.3	3.2	-10.7	0.5	7.9	-2.9	0.9	O=S(=O)(Nc1ccccc1Cl)c1cccc2nsnc12	-4.6	11.0
2.4	3.5	-5.6	5.5	-4.3	-7.2	0.6	2.3	O=C(NC(=S)Nc1ccccn1)c1cc(-c2ccccc2)nc2ccccc12	2.1	6.9
2.8	0.7	2.2	-13.2	2.7	-3.5	0.9	1.5	COCCn1c(SCC(=O)N2CCCC2)nnc1C(C)C	-1.8	-9.1
-1.1	-0.6	1.8	10.6	1.3	-0.2	-1.1	-0.2	CCOC(=O)c1oc2ccc(S(=O)(=O)N3CCOCC3)cc2c1C	-0.5	-2.9
-3.1	-0.2	-8.7	0.0	-2.8	0.7	-5.0	2.9	CC(C(=O)N1CCCCC1)N(C)CC(=O)Nc1cccc(F)c1 (configuration not stated)	-1.7	3.3
-6.1	0.1	5.8	-2.5	1.0	9.1	-1.9	-2.5	COc1ccc(C)cc1NC(=O)C1CCN(S(=O)(=O)c2cccs2)CC1	-1.4	5.0
-0.3	0.2	0.3	2.7	5.5	-6.9	4.3	2.9	COc1ccc(C(=O)OCc2cc(=O)n3ccsc3n2)cc1F	7.5	-8.0
-1.4	-0.2	-1.5	-2.3	0.8	25.0*	-1.2	-1.2	CCOC(=O)C1CCN(S(=O)(=O)c2ccc3c(c2)CC(=O)N3C)CC1	-1.6	7.6
2.5	0.1	2.3	0.9	1.5	8.2	-0.1	-1.1	COC(=O)C1CCN(C(=O)C2CCC(=O)N(CCCc3ccccc3)C2)CC1 (configuration not stated)	2.4	-10.0
-0.3	10.3	i	3.3	-0.4	-9.6	i	-215.7	CC1CN(c2oc(-c3cccs3)nc2C#N)CC(C)O1 (configuration not stated)	2.4	-7.7
-2.0	-0.2	1.4	-2.4	-4.9	0.6	4.3	0.9	O=S(=O)(c1cccs1)N1CCCc2nc(-c3ccc(F)cc3)ccc21	-3.2	-9.8
0.1	0.1	-9.0	0.9	8.5	-5.4	-1.6	-0.9	Cc1ccnc(N2CCC(C(=O)NCc3ccc4c(c3)OCO4)CC2)n1	5.7	-3.2
-6.9	-0.5	-3.1	5.2	-0.1	13.0	-4.0	3.9	CCOC(=O)CCN1C(=O)c2ccccc2Sc2ncccc21	-2.7	-1.6
3.6	-0.6	-2.2	-3.7	6.3	-2.3	-4.8	-21.7	O=C(Nc1nnc([C@@H]2C[C@H](O)[C@@H](CO)O2)s1)c1cccc(Oc2ccccc2)c1	-2.0	-5.5
-7.2	0.0	-1.5	-8.3	5.6	1.3	-1.6	1.2	Cc1ccc(NC(=O)C(C)SCC(=O)Nc2ccc(F)cc2)cc1S(=O)(=O)N1CCOCC1 (configuration not stated)	-0.2	2.7
6.8	-0.3	-2.7	0.6	6.3	-5.8	-3.6	-1.2	Cc1ccc(CNC(=O)CSc2ccc(-c3ccccn3)nn2)cc1	-10.7	-1.6
-1.6	0.4	-3.5	6.5	-0.5	0.7	0.6	-3.0	Cc1ccnc(NS(=O)(=O)c2ccc(NC(=O)c3cc(-c4ccccc4)nc4ccccc34)cc2)n1	2.5	4.7
-9.0	0.0	10.9	5.4	3.6	-0.2	-3.4	-0.8	CC(C)(NO)/C(=N/O)c1ccc(Br)cc1	0.3	5.2
-2.6	0.8	-7.2	3.0	0.4	6.4	-1.4	-3.2	CC(=O)N1CCc2c(sc(NC(=O)c3ccc([N+](=O)[O-])o3)c2C#N)C1	-0.2	9.2
0.4	0.1	-1.8	4.0	7.7	4.8	-1.5	1.0	CCCN1C(=O)c2cc(C(=O)Nc3ccc(OC)c(OC)c3)ccc2C1Nc1ccc(OC)c(OC)c1 (configuration not stated)	1.8	9.9
-2.1	-0.2	-5.7	-4.7	-1.2	-3.0	-1.7	-0.7	CCc1ccc(/C=C2\SC(=S)N(CCC(=O)NCCCN3CCOCC3)C2=O)cc1	2.8	0.9

Exported with values under each structure: entries from further up.
Second line of a record: Tn6 DDE FP	KLK7 zymogen act	ADAM10 inh	ARFGAP1 inh	DDE Tn7 FP inh	TDP2 absorb	ADAM17 inh	PLC-gamma1 inh	LEDGF integ inh	ASAP1 GAP inh
Cn1c(=O)c2c(SCC(=O)N3CCN(c4ccccc4)CC3)nc(C3CC3)nc2n(C)c1=O
→ -0.2	0.8	-3.8	-1.2	-0.7	-6.1	1.1	1.2	5.2	3.5
COc1ccc(C2NCCn3cccc32)cc1 (configuration not stated)
→ -1.3	2.4	-11.5	-3.9	6.7	-4.7	-4.2	-26.3	-1.3	6.0
CC(C)C1C(C#N)=C(N)Oc2n[nH]c(-c3cccs3)c21 (configuration not stated)
→ 2.6	0.1	-2.1	0.3	2.7	-6.0	-4.2	-4.3	-1.5	17.2

(listing goes on)
Tn6 DDE FP	KLK7 zymogen act	ADAM10 inh	ARFGAP1 inh	DDE Tn7 FP inh	TDP2 absorb	ADAM17 inh	PLC-gamma1 inh	Structure	LEDGF integ inh	ASAP1 GAP inh
1.8	0.8	1.9	5.1	3.9	6.0	-1.6	-3.4	CC1(C)C2CC=C(/C=N/NC(=O)c3ccc(O)cc3)C1C2 (configuration not stated)	-3.1	-2.3
0.8	0.4	-10.0	8.4	8.4	9.3	-4.1	-4.2	COc1cc(/C=C(\NC(=O)c2ccccc2)C(=O)NCC(=O)O)c([N+](=O)[O-])cc1OC	2.2	-3.0
2.6	-0.1	-11.4	-1.6	-5.7	11.1	-6.1	-6.5	CN1CCN(c2ccccc2NC(=O)c2cc3c(s2)-c2ccccc2OC3)CC1	4.7	1.6
4.2	0.4	-14.8	7.0	-4.4	-3.6	-6.3	-12.5	O=C(O)c1ccc(Cn2nnc3sc4c(c3c2=O)CCCC4)cc1	-1.6	-3.3
0.0	-0.3	-26.7	-12.1	-1.0	3.2	-4.1	-4.8	C[C@H](NC(=O)COc1ccccc1)C(=O)OCC(=O)c1cc2ccccc2o1	-1.5	0.0
-5.3	0.1	9.2	-4.0	-0.6	-4.8	3.2	0.6	CCCCC[C@@H]1[C@H]2[C@H]3C(=O)N(c4ccccc4)C(=O)[C@H]3CC(=O)[C@H]2[C@H](c2ccccc2)N1S(=O)(=O)c1ccc(C)cc1	-2.6	2.1
-0.6	-0.3	4.4	-7.2	-0.7	1.8	4.0	2.0	COc1ccc(CNCCNC(=O)c2nonc2N)cc1OC	0.1	-11.4
3.3	0.2	1.0	-1.5	-7.6	-0.1	1.4	-0.6	Cc1[nH]n(-c2nc(-c3ccc(Cl)cc3)cs2)c(=O)c1N=Nc1ccc(O)cc1	-0.3	-10.1
-3.7	0.5	-10.7	7.3	-5.7	0.9	-6.7	-5.2	COC(=O)c1cc(Br)c(=O)n(-c2nccs2)c1	-0.8	-0.5
-8.6	0.4	-4.9	9.1	-4.7	5.9	-2.0	-7.6	Cn1ncc(C#N)c1NC(=O)c1nn2cccnc2c1Cl	2.7	0.6
-0.2	-0.3	-8.5	8.8	-1.3	-4.0	1.1	1.8	COc1ccc(NC(=O)COC(=O)c2ccc3c(c2)OCCO3)cc1	-3.5	-1.9
-0.8	-0.2	-4.9	2.3	0.5	5.6	-2.9	1.2	Cc1nc(NC(=O)c2cnccn2)ccc1Br	2.8	-7.0
-3.7	0.2	0.2	8.1	-1.1	6.3	-2.4	0.4	COCc1cc(S(=O)c2ccc(Cl)cc2)nc(C)n1 (configuration not stated)	-1.0	-3.9
2.0	-0.2	4.5	7.2	1.8	4.3	-1.2	0.1	CC(C)C(=O)Nc1nnc(SCC(=O)NC2CC2)s1	-0.2	2.2
-5.3	0.5	6.1	11.4	-4.7	-3.4	0.8	1.8	CC(=O)c1cccc(S(=O)(=O)Nc2cccnc2)c1	-2.1	0.6
-3.9	-0.1	-2.1	1.8	-2.2	11.3	-2.1	1.4	CC(C)OCCCn1c(SC(C)C(=O)NC2CC2)nc2ccccc2c1=O (configuration not stated)	0.3	-3.2
1.2	0.3	-3.6	-0.2	5.3	-13.7	-2.5	-23.9	O=C(COc1ccc(/C=N/NC(=O)c2ccccc2)cc1)Nc1ccc([N+](=O)[O-])cc1	0.3	11.8
-0.7	-0.5	3.1	-5.0	-14.5	-8.2	-3.7	-1.4	COCCN(C(=O)COC(=O)C1CC1)c1c(N)n(Cc2ccccc2)c(=O)[nH]c1=O	1.7	13.4
0.5	-0.3	-12.5	2.2	-1.1	1.8	-3.1	-2.4	Cc1ccc(C(=O)COC(=O)CN2C(=O)C3C4CCC(C4)C3C2=O)cc1C (configuration not stated)	1.9	18.0
-0.7	-0.6	-1.5	-2.6	4.8	-12.0	-1.6	-2.1	CC(=O)Nc1nnc(-c2c(-c3ccccc3Cl)noc2C)o1	-7.5	6.0
